Screening results (PubChem)
AID inhibitor: blocks human AID cytidine deaminase activity; Q9GZX7; AID deamination FRET fluorescence, UDG-coupled, 4 h; AID 1347428; 0.32% of 91,000 active; Potency, µM (titrated, usually from 115 µM), for inactives: at the top dose activity change, negative = inhibition, actives largely listed as inhibitors; note: nearly all actives have a fitted effect of over 25% in size
Target sequence (Q9GZX7 whole entry, looked up): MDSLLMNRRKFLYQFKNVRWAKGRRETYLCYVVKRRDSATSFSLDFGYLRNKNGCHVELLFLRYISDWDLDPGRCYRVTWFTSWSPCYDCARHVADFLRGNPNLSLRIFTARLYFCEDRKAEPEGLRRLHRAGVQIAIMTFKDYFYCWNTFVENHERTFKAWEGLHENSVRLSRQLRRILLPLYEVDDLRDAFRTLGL
UDG counterscr: blocks uracil-DNA glycosylase in AID counter-screen; FRET deamination/UDG coupled assay, UDG read, 4 h; Potency, µM (top dose mostly 115 µM), without a hit: at the top dose activity change, negative = inhibition, hits mostly inhibitors; 0.14% of 91,000 active; AID 1347430; note: nearly all actives have a fitted effect of over 65% in size
Starred values were filed as active, the others as inactive; ? = inconclusive; [ ] = dose if it differs, or a comment. Calls come from the whole dose curve; as a rule, active = well fitted curve in the direction sought with a large enough effect; inconclusive = small, poorly fitted or top-dose-only effect, or another doubt; inactive = no such curve, though single readings can be large; an effect the other way counts as inactive or inconclusive. % is set by controls: 0 for no effect and ±100 for the full control effect; potency is the fitted concentration of half-maximal effect.

Molecule | AID inhibitor | UDG counterscr
CC1=C(C(=O)Nc2cccnc2)C(c2ccc(Cl)cc2)n2nc(-c3ccccc3)nc2N1 (configuration not stated) | -4% | -7%
CCc1ccc2occ(CC(=O)Nc3nnc(SC)s3)c2c1 | 4% | 3%
COc1ccc(CNC(=O)c2sc3nc[nH]c(=O)c3c2C)cc1 | 11% | 54%[activator]
CCn1c(C)c(C)c2cc(C(=O)NCCc3ccc(C)cc3)ccc21 | -20% | 9%
O=C(CSc1nc2ccccc2c(=O)n1-c1ccccc1)N1CCC1 | -10% | 17%
Cc1ccc2c(=O)cc(C(=O)Nc3sc4c(c3C(=O)NCc3ccccc3)CCCC4)oc2c1C | 2% | -8%[57.5 µM]
CCNC(=O)c1c(NC(=O)Cc2coc3ccc(CC)cc23)sc2c1CCCC2 | -3% | 12%
C=CCSC1=N/C(=C\C=C\c2ccc(OC)cc2)C(=O)S1 | -7% | -6%
CC(C)CN(CC(C)C)c1nc(-c2ccc(Cl)cc2)nc2ccccc12 | ? | -5%
COc1cccc(NC(=O)Cn2nnc(C(=O)NCc3ccc4c(c3)OCO4)c2N)c1 | 5% | -5%
Cc1oc2ccc(O)c(CN3CCCCCC3)c2c1C(=O)Nc1cccc(Cl)c1C | -5% | -6%
Cc1cccc(NC(=O)CCCn2nc(C)c3c(C)n(-c4ccccc4)nc3c2=O)c1C | 7% | 31%[activator]
CCCOC(=O)c1cccc(Nc2nc(CCC)cc(=O)[nH]2)c1 | ? | 0%
COc1ccc2nc(N3CCN(C(=O)c4ccco4)CC3)sc2c1 | 0% | -4%
CCOc1ccc(-c2nc3ccc4ccccc4c3c3c2CCCC3)cc1 | 10% | 5%
COc1cccc(NC(=O)C(=O)NCC(c2ccc3c(c2)OCO3)N2CCOCC2)c1 (configuration not stated) | 23% | 12%
COc1ccc(Cl)c2sc(NC(=O)c3ccc(S(=O)(=O)N4CCOCC4)cc3)nc12 | -5% | 4%
CC(=O)c1ccc(NC(=O)c2sc(-n3nc(C)c(CCC(C)C)c3C)nc2C)cc1 | 22% | 4%
COc1ccc(CNC(=O)c2cc(Nc3ccc(OC)cc3OC)nc3ccccc23)cc1 | ? | -13%[57.5 µM]
CCC1CN(C(=O)Nc2cc(C)cc(C)c2)c2ccccc2O1 (configuration not stated) | ? | -7%[57.5 µM]
O=C(c1ccc2ncsc2c1)N(Cc1ccccc1)C1CC1 | -13% | -9%
CCc1ccc(NC(=O)Cn2nnc(C(=O)NCCc3ccccc3)c2N)cc1 | 15% | -5%
Cn1c(CCNC(=O)c2ccccc2F)nnc1SCC(=O)N1CCc2ccccc21 | -2% | -4%
CCOC(=O)c1ccccc1NC(=O)N1CCC(CN2CCOCC2)CC1 | 3% | 3%
Oc1c(-c2ccccc2)nc2sc3c(c2c1-c1ccccc1)CCCC3 | -15% | -11%
O=C(O)CCN1CCNCC1 | 3% | 9%
COc1ccc(C(C)C)cc1S(=O)(=O)NCCc1c(C)[nH]c2ccc(C)cc12 | ? | -16%[57.5 µM]
O=C(NCc1ccc2c(c1)OCO2)c1n[nH]nc1Nc1ccc(F)cc1 | 4% | -8%
Cc1ccc(C(NC(=O)C2CCCCC2)c2ccccc2)cc1 (configuration not stated) | -3% | -5%
CCOc1cc(C2CC(=O)Nc3cc4c(cc32)OCCO4)ccc1O (configuration not stated) | ? | -13%

Remaining list, next part.
Molecule | AID inhibitor | UDG counterscr
Cc1c(O)ccc2c(=O)c(-c3cnn(-c4ccccc4)c3)c(C(F)(F)F)oc12 | 21% | 4%
O=S(=O)(c1ccc(Cl)cc1)c1nc(-c2ccccc2)oc1N1CCN(c2ccccc2)CC1 | -12% | -26%
Cc1ccc(-n2nnnc2C2(Nc3ccccc3C)CCCC2)cc1 | -6% | -11%
CCOc1ccc(N2CC(c3nc(-c4cc(OC)c(OC)c(OC)c4)no3)CC2=O)cc1 (configuration not stated) | -15% | -15%
NC(N)=N/N=C/C=C/c1ccccc1 | -4% | 6%
CCN(C(=O)CCS(=O)(=O)c1cc2[nH]c(=O)c(=O)[nH]c2cc1C)c1ccccc1 | 0% | -23%
O=C(Cn1c2ncccc2c(=O)n1-c1ccccc1)Nc1ccc(Cl)cc1C(F)(F)F | -9% | -4%
COc1cccc(NC(=O)c2cnc(SCC(=O)N3CCCc4ccccc43)n(C)c2=O)c1 | 28% | -4%
CCOC(=O)c1cc(-c2ccc(C)cc2)n(CC(=O)Nc2ccc(OC)cc2OC)c1C | 3% | 7%
O=C(CCNS(=O)(=O)c1cccc2nonc12)Nc1ccc(F)cc1 | -3% | 4%
CCN(c1ccc(NC(=O)c2nccnc2N)cc1)C(C)C | -7% | -4%
O=C(CSc1ccc2c(c1)OCCCO2)c1c[nH]c2ccccc12 | -13% | -9%
CCc1ccc2nc(-c3cccnc3)cc(C(=O)O)c2c1 | 3% | -4%
Cc1ccc(S(=O)(=O)c2nnn3c2nc(N2CCC(C)CC2)c2cc(Cl)ccc23)cc1C | -30% | -21%
COC(=O)c1cc2oc3ccccc3c2n1CC(=O)Nc1ccc(N(C)C)cc1 | 3% | -4%
O=C(CCc1ccccc1)NC1(C(F)(F)F)C(=O)Nc2c1c(=O)[nH]c(=O)n2CCc1ccccc1 (configuration not stated) | 4% | 1%
COc1cc(C)c(C)cc1S(=O)(=O)n1ccnc1C | 1% | -2%
O=C(CSc1ccc2ccccc2c1)c1ccc2c(c1)CCC2 | 11% | -1%
Cc1ccc(S(=O)(=O)c2cnc3cc4c(cc3c2N2CCOCC2)OCCO4)cc1 | -21% | -10%
CCCOc1c(Cl)cc(C(=O)N(Cc2cccc(OC)c2)C2CCS(=O)(=O)C2)cc1Cl (configuration not stated) | ? | -28%
COc1ccc(C2C(C(=O)Nc3ccccc3)=C(C)Nc3c(C(=O)Nc4ccccc4)cnn32)cc1 (configuration not stated) | -26% | -8%
Cc1ccc(-c2nc3ccc(Cl)cn3c2Nc2ccc3c(c2)OCCO3)s1 | -17% | -13%
COc1cc(OC)c(NC(=O)c2cc3c(=O)oc4ccc(C)cc4c3s2)cc1Cl | -1% | -8%
CC1=C(C(=O)NCc2cccc(F)c2)C2(CCCCC2)OC1=O | 14% | -4%
Cc1nc(CCNC(=O)c2ccccn2)cs1 | 7% | -1%
CC(C)(C)OC(=O)N1CCC(c2c(C(=O)N3CCN(c4ccccn4)CC3)cnn2-c2ccccc2Cl)CC1 | -18% | 24%
O=C(COc1ncnc2ccccc12)Nc1cc(F)ccc1F | 5% | -5%
CNC(=O)[C@H]1O[C@@H](n2cnc3c(NCc4ccc(N)cc4)ncnc32)[C@H](O)[C@@H]1O | 8% | 1%
Cc1ccc(NC(=O)c2sc3nc4c(cc3c2N)CN(Cc2ccccc2)CC4)cc1 | 190%[activator] | -28%[57.5 µM]
Cc1ccc(C(=O)n2nc(C)c(S(=O)(=O)N3CCCCCC3)c2C)cc1 | 3% | -6%

(more compounds)
Molecule | AID inhibitor | UDG counterscr
O=C(Cn1nc(-c2ccccc2)nc(Cc2ccccc2)c1=O)Nc1ccccc1 | 8% | -4%
O=C(Cn1nc2c(cc1=O)CCCC2)Nc1ccccc1C(F)(F)F | 9% | 11%
CCOc1ccc(OCC)c(NC(=O)CCC(=O)N2CCOc3ccccc32)c1 | -10% | -3%
O=C(COc1ccc(Cl)cc1)Nc1nnc(S(=O)(=O)N2CCc3ccccc32)s1 | -22% | -10%
CCN(CC)CCNC(=O)CN1N=C(c2ccc(OC)cc2)CCC1=O | 1% | 0%[57.5 µM]
COc1cccc(NC(=O)CSc2nnc(-c3cccc(OC)c3)o2)c1 | -14% | ?
O=C(COCc1cc(-c2ccc(F)cc2)on1)Nc1cccc(Cl)c1Cl | -1% | -8%
Cc1ccc(-c2noc(-c3ccccc3NC(=O)C3CC(=O)N(c4ccc(C)cc4)C3)n2)cc1 (configuration not stated) | -8% | 2%
[O-][n+]1ccccc1SCC1CCCCC1 | -2% | -8%
Cc1ccc(-c2nnc(Nc3ccc(Br)cc3)c3ccccc23)cc1S(=O)(=O)N1CCOCC1 | -12% | 1%
CC(=O)N1CCN(S(=O)(=O)c2cccc(C(=O)OCc3csc(-c4ccccc4)n3)c2)CC1 | -5% | 3%
Cc1nc(CSc2ccccc2C(=O)N2CC=C(c3ccccc3)CC2)cs1 | 5% | 3%
COc1cc(NC(=O)c2cnc(NCc3ccc4c(c3)OCO4)nc2C)cc(OC)c1 | -5% | -4%
CC(C)=CC(=O)NC12CC3CC(CC(C3)C1)C2 | 1% | 6%
N#C/C(=C/NC(=O)c1ccccc1)C(=O)N1CCOCC1 | 2% | -3%
COc1ccc(CNC(=O)NCc2noc3ccc(C)cc23)cc1 | -12% | -10%
Cc1cc(Nc2cccc(Cl)c2)nc2ccc(NC(=O)c3cccnc3)cc12 | -4% | -3%
CC(C)CCNC(=O)CCC(=O)NC(C)(C)C | -2% | -3%
CCOC(=O)c1ccc(OC(=O)c2ccccc2)cc1 | -18% | -10%
COc1ccc(S(=O)(=O)Nc2c(NC3CCCCC3)c3ccccc3oc2=O)cc1Cl | -6% | -1%
COc1cc(C(=O)Nc2cc(C)c(O)c(-c3nc4ccccc4s3)c2)cc(OC)c1OC | 29% | -1%
O=C(O)C1=CCCNC1 | 1% | -1%
CC(NC(=O)C1CCN(S(=O)(=O)c2ccc(F)cc2)CC1)c1ccccc1 (configuration not stated) | -6% | -3%
CCCCNC(=O)CSc1nc2cc3c(cc2c(=O)n1Cc1ccc(C(=O)NCCc2ccc(OC)c(OC)c2)cc1)OCO3 | 2% | -2%
CCOC(=O)N1CCN(C(=O)c2ccc3c(c2)N(Cc2ccccc2F)C(=O)c2ccccc2S3(=O)=O)CC1 | 11% | 0%
COc1cccc(C(=O)COC(=O)c2ccc3c(c2)OCO3)c1 | 6% | -6%
COc1ccccc1-c1nnc(C2CCN(C(=O)c3cccc(C)c3)CC2)o1 | 7% | 18%
CCN1CCN(c2csc3ccc(Cl)cc3c2=O)CC1 | 0% | 13%
O=c1oc2ccccc2cc1-c1nc(-c2ccc(Cl)cc2)cs1 | 3% | 14%
O=C(COC(=O)c1cc2ccccc2oc1=O)Nc1ccc(I)cc1 | -1% | 3%

Full records, quoted from the list. Order of screens: AID inhibitor	UDG counterscr
Shown for COc1cc(C(=O)Nc2cc(C)c(O)c(-c3nc4ccccc4s3)c2)cc(OC)c1OC = 29%	-1%
Shown for O=C(O)C1=CCCNC1 = 1%	-1%

Continued:
Molecule | AID inhibitor | UDG counterscr
Cc1ccc(CCC(=O)NC2CC3CCC2C3)cc1 (configuration not stated) | -4% | 12%
CCOC(=O)N1CCC2(CC1)OC(=O)C(C)=C2C(=O)NCc1ccccc1OC | 5% | -14%
Cc1c(-c2ccccc2)nc2ccccc2c1C(=O)NC1CC1 | 2% | 2%
COc1cc(C)c(C(C)C)cc1S(=O)(=O)N1CCC(C)CC1 | -15% | -3%
COc1cccc(-n2c(=O)c3sc4ccccc4c3n(Cc3c(F)cccc3Cl)c2=O)c1 | 2% | -4%
COc1ccc(CNC(=O)c2ccc3nc(CCc4ccccc4)oc3c2)c(OC)c1 | -4% | -14%
COc1ccc(NC(=O)c2sc3nc4c(cc3c2N)CCCCCC4)cc1Cl | 10%[57.5 µM] | -7%[57.5 µM]
Cc1ccc(C(=O)N2CCC(N3CCN(Cc4ccc(F)cc4)C(=O)C3=O)CC2)cc1 | 6% | 30%[activator]
Cc1oc2ccc(O)c(CN3CCOCC3)c2c1C(=O)Nc1cccc(Cl)c1C | 9% | 30%[activator]
CCc1ccccc1N(C)C(=O)Cc1c(C(=O)O)c(C)cn1C | 4% | 0%
CNC(=O)NCc1cccc(OC)c1 | 2% | 1%
CCCOc1ccc(CNC(=O)c2ccc3c(c2)N(Cc2ccccc2)CCS3)cc1 | -7% | -15%
CC(NC(=O)/C(C#N)=C\c1ccc(C(C)(C)C)cc1)c1ccccc1 (configuration not stated) | -8% | -7%
COc1cccc(-n2cc(C(=O)Oc3ccc(F)cc3)c3ccccc3c2=O)c1 | 6% | 60%[activator]
O=c1nc2sc3ccccc3n2c(=O)n1-c1ccc(Cl)c(Cl)c1 | -7% | -9%
O=C(NNC(=O)C1CCOC1)c1cccc([N+](=O)[O-])c1 (configuration not stated) | -8% | -4%
Cc1ccc(C)c(NC(=O)C(C)n2c(=O)cc(C(F)(F)F)c3c(C)nn(C)c32)c1 (configuration not stated) | 6% | -11%
O=C(CCn1c(=O)c2sccc2n(Cc2ccccc2F)c1=O)NCc1ccc2c(c1)OCO2 | 12% | 4%
Cc1[nH]n(-c2ccccc2)c(=O)c1C(c1cc(Cl)ccc1O)c1c(C)[nH]n(-c2ccccc2)c1=O | ? | -11%
Cc1ccc2nc(-c3ccccc3)cc(C(=O)N3CCN(C(=O)c4ccco4)CC3)c2c1 | -16% | -6%
CCOc1ccccc1NS(=O)(=O)c1ccc(-c2cnc(C)o2)cc1 | -5% | -1%
O=C(CC(NC(=O)c1ccccc1)c1ccccc1)NCc1cccs1 (configuration not stated) | 0% | -1%
CCC(C)NC(=O)c1ccc(CNC(=O)C2CCCC2)cc1 (configuration not stated) | -7% | 3%
COC(=O)c1cccc(NCc2ccc(C(F)(F)F)cc2)c1 | 1% | 5%
CC(C)CNC(=O)COC(=O)c1cc(-c2ccco2)nc2ccccc12 | ? | 7%
COc1ccccc1-c1ccc(=O)n(Cc2ccccc2F)n1 | -2% | -3%

Single values from the results shown:
`O=c1nc2sc3ccccc3n2c(=O)n1-c1ccc(Cl)c(Cl)c1` – UDG counterscr = -9%
`O=C(CCn1c(=O)c2sccc2n(Cc2ccccc2F)c1=O)NCc1ccc2c(c1)OCO2` – UDG counterscr = 4%
`COc1cc(C)c(C(C)C)cc1S(=O)(=O)N1CCC(C)CC1` – AID inhibitor = -15%
`Cc1[nH]n(-c2ccccc2)c(=O)c1C(c1cc(Cl)ccc1O)c1c(C)[nH]n(-c2ccccc2)c1=O` – UDG counterscr = -11%
`CNC(=O)NCc1cccc(OC)c1` – UDG counterscr = 1%

Some of the compounds tested; rates above refer to the full screens.
